Screening results from PubChem BioAssay.
SENP7 block = SENP7 protease inhibitors, primary screen, biochemical, luminescence, uHTS; AID 434973, 2010; recombinant SENP7, Z-RLRGG-aminoluciferin luminescence, 40 min; inhibition, % at 5 µM; Sentrin-specific protease 7 (Homo sapiens), Q9BQF6; 330,000 compounds, 1.5% hits;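 active = inhibition above about 50% at the single test dose, limit read from the data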;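 also: plate controls were DMSO with enzyme for no effect and no enzyme buffer wells for full effect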
SENP1 inh = human SENP1 catalytic domain inhibitors, primary screen, biochemical, FRET, uHTS; Sentrin-specific protease 1 (Homo sapiens), Q9P0U3; recombinant SENP1 catalytic domain, CyPet-SUMO1-YPet FRET cleavage; inhibition, % at 10 µM; 360,000 compounds, 0.21% hits;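 active = inhibition at least 30% at 10 µM, raw YFP signal under a set limit, fluorescence ratio 0.5 to 1.5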;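 also: 0% = enzyme with DMSO and 100% = no enzyme wells; some results filed as inactive read as strong as hits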
Target sequence (Q9P0U3 419-644 limits assumed): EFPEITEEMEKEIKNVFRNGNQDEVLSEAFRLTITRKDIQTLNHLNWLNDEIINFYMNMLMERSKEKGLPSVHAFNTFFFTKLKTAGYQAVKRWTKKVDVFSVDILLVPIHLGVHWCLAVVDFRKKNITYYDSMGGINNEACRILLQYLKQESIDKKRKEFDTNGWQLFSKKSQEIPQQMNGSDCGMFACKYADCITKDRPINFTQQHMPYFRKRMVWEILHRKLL
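Compound: 10 µM single point, 0.5% DMSO; Test system: hSENP1 catalytic domain, recombinant; Timing: 50 min reaction at room temperature; Technique: FRET, CFP and YFP emission; Control set: no-enzyme wells low, DMSO-plus-enzyme wells high control.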
SENP8 block-1 = SENP8 protease inhibitors, primary screen, biochemical, luminescence; AID 2540, 2010; inhibition, % at 10 µM; purified SENP8, Z-RLRGG-aminoluciferin cleavage; 330,000 compounds, 1.2% hits; Sentrin-specific protease 8 (Homo sapiens), Q96LD8; in the data active = inhibition above about 50%
Target sequence (Q96LD8 whole entry, looked up): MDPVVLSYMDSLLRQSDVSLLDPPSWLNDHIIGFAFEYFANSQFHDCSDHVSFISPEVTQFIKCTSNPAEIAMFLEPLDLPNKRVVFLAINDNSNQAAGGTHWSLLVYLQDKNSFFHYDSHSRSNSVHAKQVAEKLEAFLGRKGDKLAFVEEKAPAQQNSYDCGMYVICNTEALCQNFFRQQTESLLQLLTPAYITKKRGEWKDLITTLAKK
SENP8 block-2 = human SENP8 protease inhibitors, primary screen, biochemical, fluorescence, Nedd8 protein substrate, uHTS. Sentrin-specific protease 8 (Homo sapiens), Q96LD8. recombinant SENP8. inhibition, % at 20 µM. 360,000 compounds, 0.64% hits. AID 602440, 2012; in the data active = inhibition mostly above about 40%, no sharp cut-off; inactive = mostly below about 27%
HKDC1 inhibitor = HKDC1 hexokinase inhibitors, primary screen, biochemical, fluorescence, uHTS; Q2TB90; recombinant HKDC1, G6PDH/diaphorase resazurin coupled fluorescence; inhibition, % at 20 µM; 340,000 compounds, 0.16% hits;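 active = inhibition above about 35% when tested at 20 µM, limit read from the data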;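 also: plate controls were DMSO wells with enzyme for no effect and DMSO wells lacking enzyme for full effect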
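Assay system: recombinant HKDC1 hexokinase; detection: coupled resazurin fluorescence, excitation 525 nm, emission 613 nm; benchmarks: DMSO-plus-enzyme-mix negative control, buffer-substituted positive control; compound dosing: single 20 µM dose; schedule: 90 min at room temperature in dark; also added: glucose plus 1 mM ATP as hexokinase substrates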
SENP6 block = SENP6 protease inhibitors, primary screen, biochemical, luminescence, uHTS; Sentrin-specific protease 6 (Homo sapiens), Q9GZR1; 330,000 compounds, 1.8% hits; inhibition, % at 10 µM; Recombinant SENP6 catalytic domain, aminoluciferin luminescence;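 active = inhibition above about 50% at the single tested dose, limit read from the data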;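 also: plate controls were DMSO wells with enzyme for no effect and DMSO wells lacking enzyme for full effect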
Target sequence (Q9GZR1 628-1112 limits assumed): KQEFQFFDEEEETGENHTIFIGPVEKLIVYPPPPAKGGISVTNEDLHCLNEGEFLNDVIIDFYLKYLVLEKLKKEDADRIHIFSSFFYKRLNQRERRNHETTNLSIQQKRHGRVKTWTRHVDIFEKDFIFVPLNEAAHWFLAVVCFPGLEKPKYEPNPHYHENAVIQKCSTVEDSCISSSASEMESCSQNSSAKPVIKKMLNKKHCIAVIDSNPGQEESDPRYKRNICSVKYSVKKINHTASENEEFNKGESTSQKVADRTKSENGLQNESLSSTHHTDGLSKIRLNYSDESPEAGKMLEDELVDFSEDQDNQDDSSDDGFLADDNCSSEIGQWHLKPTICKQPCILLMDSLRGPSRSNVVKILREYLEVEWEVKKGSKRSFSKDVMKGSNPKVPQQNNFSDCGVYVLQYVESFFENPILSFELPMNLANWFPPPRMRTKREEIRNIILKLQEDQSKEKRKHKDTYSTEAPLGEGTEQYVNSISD
UBC13 polyUb = UBC13 polyubiquitin chain formation inhibitors, primary screen, biochemical, TR-FRET, uHTS. inhibition, % at 20 µM. 330,000 compounds, 0.47% hits. Ubiquitin-conjugating enzyme E2 N (Homo sapiens), P61088; in the data active = inhibition above about 45%, passing the limit was not always enough
PfGluPho inh = PfG6PD enzyme inhibitors, primary screen, biochemical, fluorescence intensity, uHTS; glucose-6-phosphate dehydrogenase-6-phosphogluconolactonase (Plasmodium falciparum 3D7); PfGluPho enzyme, NADPH resazurin-diaphorase fluorescence; inhibition, % at 20 µM; 350,000 compounds, 0.78% hits; AID 504690, 2011;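 active = inhibition reaching at least a set limit at 20 µM in the primary screen, cut at about 59% in these data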;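 also: 0% = DMSO wells with substrate and 100% = DMSO wells lacking glucose-6-phosphate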
MIN6 prolif = inducers of MIN6 beta-cell proliferation, primary screen, ATP luminescence, uHTS; MIN6 cells proliferation, ATPlite luminescence, 48 h; cells starved in 0.2% serum; 100% = growth in 10% serum; proliferation, % at 10 µM; 330,000 compounds, 0.29% hits;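 active = compounds whose signal lies at least 3.5 SD above the mean of all wells on their plate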;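 also: 0% = DMSO-treated cells in low-serum medium and 100% = 10% serum control; some compounds called inactive have numbers as strong as hits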
* hit, by the source's call; i = inactive; x = not tested or not shown. The order is random; 4% or so of the library scored in one or more.

SMILES,SENP8 block-2,SENP8 block-1,SENP7 block,HKDC1 inhibitor,MIN6 prolif,UBC13 polyUb,PfGluPho inh,SENP6 block,SENP1 inh
CC(=O)N(Cc1cc2c(C)cc(C)cc2[nH]c1=O)C1CCCCC1,-78,-4,-8,5,0,0,21,-10,1
O=C(Nc1nc(-c2ccccc2)ns1)c1cccs1,5,8,8,-4,-3,12,10,41,0
CCOC(=O)C1=C(C)N(CCCC(=O)O)C(=O)NC1c1ccccc1Cl (stereo not drawn),x,1,-13,0,1,-7,-11,-9,x
COc1ccccc1NC(=O)CSc1n[nH]c(-c2cccnc2)n1,12,3,5,20,0,15,-15,-2,1
O=C(NC(=O)c1ccc(Cl)cc1)Nc1cc(N2CCCCC2)ncn1,4,-4,-1,-2,0,3,1,-7,0
COc1ccc(NC(=O)CSc2nnc(Cn3cnc([N+](=O)[O-])n3)n2C)cc1,23,-4,2,-7,0,5,11,0,-24
COCCNC(=S)NC1CC2CCC(C1)N2Cc1ccccc1 (stereo not drawn),21,-6,-3,-11,-2,-11,0,-9,2
Cc1cc2occ(CC(=O)N(C)CC(=O)Nc3cccc(F)c3)c2cc1C,13,-5,13,7,-3,-2,16,-7,1
CC(C)N1CCc2c(sc(NC(=O)c3ccc(S(=O)(=O)N4CCOCC4)cc3)c2C#N)C1,-282,-5,9,-5,3,-23,8,-19,-43
CCN(CC)C(=O)Cn1cnc2ccccc2c1=O,20,-3,-3,-6,-2,5,-7,5,2
CCCNC(=O)CC1C(=O)N(Cc2ccccc2)C(C)c2nc3ccccc3n21 (stereo not drawn),14,1,-2,-2,-3,6,-1,-7,-1
O=C(C1CCN(C2CC(=O)N(Cc3ccccc3)C2=O)CC1)N1CCCCCC1 (stereo not drawn),8,-8,-13,-7,0,-10,-5,-15,4
Cc1ccc(C(=O)Nc2ccc(N3CCN(C(=O)c4cccs4)CC3)cc2)c(Cl)c1,13,-1,2,-4,0,5,6,-6,2
Cc1ccc(C)c(N2CCN(S(=O)(=O)c3c(C)noc3C)CC2)c1,17,10,4,1,-2,-12,6,-3,1
COc1ccc(NC(=O)CCCCCn2nnc3ccccc3c2=O)cc1,21,6,-2,0,3,6,6,-1,-1
CCOC(=O)c1ccc(Nc2nc(C)cc(C)n2)cc1,-27,x,x,-6,x,x,8,x,-43
CC1=NN(C(N)=S)C(=O)C1N=Nc1cccc([N+](=O)[O-])c1 (stereo not drawn),32,80*,76*,-18,-2,-5,-10,83*,1
C(=N\Nc1nc(-c2cccnc2)nc2ccccc12)/c1ccccc1,-305,-13,1,-5,-4,-1,22,-10,-8
CSc1ccc(CNCc2ccc3c(c2)OCO3)cc1,10,0,-7,-1,1,7,0,-40,1
CC/C(=N/NC(=O)c1ccc(Br)cc1)c1ccc(OCCN2CCOCC2)cc1,16,1,11,-13,-2,-9,13,-7,3
Nc1cccc(NC(=O)c2cccs2)c1,-4,-8,13,3,-4,4,14,-5,0
COc1ccccc1CNC(=O)CN(C)CC(=O)Nc1cccc(F)c1,22,-5,0,1,-2,-1,6,-5,1
COc1cccc(N2C(=NC(=O)c3ccccc3)SC3CS(=O)(=O)CC32)c1 (stereo not drawn),2,2,-1,-10,-1,4,1,-12,2
CCN1CCN(C(=O)c2cc3c(=O)n4ccccc4nc3s2)CC1,-292,-3,3,-4,-1,22,-7,-18,-58

Gathered by group: those above containing fluorine.
SMILES,SENP8 block-2,SENP8 block-1,SENP7 block,HKDC1 inhibitor,MIN6 prolif,UBC13 polyUb,PfGluPho inh,SENP6 block,SENP1 inh
Cc1cc2occ(CC(=O)N(C)CC(=O)Nc3cccc(F)c3)c2cc1C,13,-5,13,7,-3,-2,16,-7,1
COc1ccccc1CNC(=O)CN(C)CC(=O)Nc1cccc(F)c1,22,-5,0,1,-2,-1,6,-5,1

Next section.
SMILES,SENP8 block-2,SENP8 block-1,SENP7 block,HKDC1 inhibitor,MIN6 prolif,UBC13 polyUb,PfGluPho inh,SENP6 block,SENP1 inh
Cn1c(SCC(=O)NCC2CCCO2)nc2c(c1=O)SCC2 (stereo not drawn),3,-8,-5,-7,1,-4,7,-5,-2
COC(=O)C(NC(=O)C(C)Oc1ccccc1)C(C)C (stereo not drawn),-1,8,3,-9,-1,5,-12,1,-2
O=[N+]([O-])c1ccc(-c2nnc3cccc(Cl)n23)cc1,14,-5,3,11,-1,-1,12,-14,4
COC(=O)Oc1c(Br)c(=O)oc2ccccc12,7,-2,2,4,-2,-4,17,-4,-1
Cc1ccc(O)c(NC(=O)c2ccco2)c1,25,0,35,-4,1,4,12,33,2
CC(=O)NC(c1ccco1)c1cc(Cl)c2ccccc2c1O (stereo not drawn),i,-13,-5,21,-6,47*,33,-12,-50
O=S(=O)(Nc1ccccc1N1CCOCC1)c1c(F)cc(F)cc1Br,-2,6,-1,-4,5,3,17,16,1
O=C(CNC(=O)C1CCCCC1)NNC(=O)c1ccc(Cl)cc1Cl,7,-3,4,-4,-3,11,5,0,0
CCOC(=O)N(NC(=O)C(O)(C(C)C)C(C)C)c1ccccc1,6,-7,-1,-9,-2,-13,-7,-8,0
Cc1cc(C(=O)Nc2ccccc2)oc1C,25,42,49,-7,-3,11,-11,64*,1
COc1ccc(Cl)cc1NCCC(O)c1ccc(F)cc1 (stereo not drawn),20,-8,-5,6,-2,4,30,3,2
N/C(=N\OS(=O)(=O)c1ccccc1)c1ccncc1,16,-3,4,6,0,-4,0,-11,0
CCCN(CCO)Cc1ccc(Cl)c(Cl)c1,12,-4,-5,-2,0,18,-1,2,2
COCOc1ccc(-c2cc(=O)c3c(OCOC)cc(OCOC)cc3o2)cc1,-105,-2,-9,-1,-4,17,-1,-6,-1
Cc1cccc(/C(N)=N/OC(=O)c2cccnc2)c1,25,49,80*,6,-1,-5,-11,69*,-1
CC(C)(C)N1NC2(CCCCC2)NC1=S,11,3,4,-5,-1,4,53,10,3
CCOc1ccccc1NC(=O)COn1nnc2ccc(Cl)cc21,16,-2,1,-2,-1,14,17,-3,-1
O=C(NCC1CCCO1)C1CCC(=O)N1CCc1ccccc1 (stereo not drawn),24,1,2,-1,-3,3,1,-15,0
O=C(COc1ccc(Cl)cc1)N1CCN(C(=O)c2cccc(F)c2)CC1,16,3,-7,-4,0,7,-4,-2,3
C/C(CC(=O)Nc1cccc(C(F)(F)F)c1)=N\NC(=O)Cc1ccccc1,1,5,11,-7,-6,-1,7,17,1
Cc1ccc(NC(=O)N(CCCN2CCOCC2)Cc2cccs2)cc1C,10,12,4,1,-1,1,1,10,1
COC(=O)C1(CCSC)NC(c2ccccc2F)C2C(=O)N(c3ccc4c(c3)OCCO4)C(=O)C21 (stereo not drawn),12,-2,4,-3,-3,-12,-8,17,2
C/C(=N\NC(=O)c1c(C)nc2ccccn12)c1ccc(C(C)(C)C)cc1,12,9,0,11,-3,-3,-3,-7,0
CS(=O)(=O)N(Cc1ccc(C(=O)NN=C2CCCC2)cc1)c1ccccc1,8,-3,-11,-8,0,-2,0,0,2
CCOc1ccc(CCNC(=O)COC(=O)c2nccnc2N)cc1OCC,-406,-4,5,-6,5,0,-16,-3,-3
COc1ccccc1N1CCN(C(=O)CCNC(=O)c2ccco2)CC1,8,-4,7,-7,1,-1,-6,8,-2
CCCNC(=O)c1ccc(N2CCC3(CC2)CC(c2ccccc2)=NO3)c(N)c1,-490,5,7,-5,-1,15,-2,4,1
Cn1cc(CN2CCCC(C(=O)c3ccc(-c4ccccc4)c(F)c3)C2)cn1 (stereo not drawn),13,-9,-8,-2,-3,4,14,-23,1
O=C(Nc1ccc([N+](=O)[O-])cc1)C1COc2ccccc2O1 (stereo not drawn),6,-2,-4,-10,2,0,-6,18,0
COc1ccc2[nH]c3c(N4CC(C)OC(C)C4)ncnc3c2c1 (stereo not drawn),x,-5,-17,3,-2,10,38,-23,x
Cc1ccc(S(=O)(=O)n2c(CN3CCCC(C)C3)nc3ccccc32)cc1 (stereo not drawn),-9,-9,-5,-1,-4,11,18,-5,-42
Nc1nnc(SCC(=O)N2CCN(c3cccc(Cl)c3)CC2)n1-c1ccccc1,11,-6,12,-7,-3,4,-2,0,1
N#CC1=C(N)SC2(CCCCC2)SC1c1ccccc1 (stereo not drawn),35,0,-1,-1,-2,31,12,3,-4
COC(=O)c1cc(S(=O)(=O)N2CCOCC2)c(Cl)cc1N1CCOCC1,11,-7,-1,-6,1,6,-9,-3,1
CN(C)CCC(C(=O)c1ccccc1)c1ccncc1 (stereo not drawn),2,x,x,-3,x,x,-7,x,-2
Cc1nnc(C)n1/N=C/c1ccc2c(c1)OCCO2,3,3,0,0,-3,7,6,-2,0
O=C(CSc1nc2ccc(Cl)cc2[nH]1)c1ccc2c(c1)OCO2,3,0,1,-10,-4,-5,1,-23,0
Cn1cccc1C(=O)NNC(=O)c1ccccc1Br,8,-19,-17,0,0,-6,-15,-13,2
Cc1ccc(-n2nc(C)c3c2OC(N)=C(C#N)C3c2ccncc2)cc1 (stereo not drawn),-2,2,10,0,-3,-14,-8,15,3
S=C(NCCNCc1ccccc1)NC1CCCCC1,x,-9,-5,x,-6,-9,x,-14,x

Random excerpt: 2 records from the list.
SMILES,SENP8 block-2,SENP8 block-1,SENP7 block,HKDC1 inhibitor,MIN6 prolif,UBC13 polyUb,PfGluPho inh,SENP6 block,SENP1 inh
O=C(CSc1nc2ccc(Cl)cc2[nH]1)c1ccc2c(c1)OCO2,3,0,1,-10,-4,-5,1,-23,0
S=C(NCCNCc1ccccc1)NC1CCCCC1,x,-9,-5,x,-6,-9,x,-14,x

Next section
SMILES,SENP8 block-2,SENP8 block-1,SENP7 block,HKDC1 inhibitor,MIN6 prolif,UBC13 polyUb,PfGluPho inh,SENP6 block,SENP1 inh
O=C(CCN1c2ccccc2Sc2ccccc21)Oc1ccccc1,-18,-1,0,-4,0,2,6,1,0
C/C(N)=C(/C#N)C(=O)COC(=O)c1cc(-c2cccc(Br)c2)nc2ccccc12,-25,-10,-10,5,-7,1,2,-17,-3
CN1C(=O)N(CC(=O)N2CCN(c3ncccn3)CC2)C(=O)C12CCCCC2,-26,-3,2,2,-4,0,-15,-15,0
C=CCC(NCc1ccccc1)c1ccccc1 (stereo not drawn),19,-7,-13,-6,0,-2,-10,0,3
Cc1ccc(Nc2nc3c(s2)CCC3)c(C)c1,-3,-13,-15,4,-5,2,20,-4,-5
O=C(NCc1ccc2c(c1)OCO2)C1CCC(CNc2c(N3CCCC3)c(=O)c2=O)CC1 (stereo not drawn),2,1,2,-2,-2,6,2,-3,1
